Screens deposited in PubChem BioAssay by several laboratories.
Rac1 act GTP bind: GTP binding modulators of activated mutant Rac1, primary screen, biochemical, bead-based flow cytometry, multiplex, fluorescent GTP; percent activity (GTP binding), % at 10 µM; AID 764, 2007; GST-Rac1 activated beads; actives lie on both sides; 100% means binding = to untreated wells; actives 0.11% (n = 190,000);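 active means GTP binding at least 20 percentage points away from the 100% baseline, in either direction, so actives lie on both sides; inconclusive means Compound likely fluorescent itself, or too few beads counted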
Rab7 wt GTP bind: modulators of GTP binding to Rab7, primary screen, biochemical, wildtype, multiplex bead flow cytometry; Rab7 GTPase wild type (dog), Bodipy-FL-GTP binding; GST-Rab7 beads, fluorescent GTP binding; actives lie on both sides; untreated = 100%, excess cold GTP = 0%; GTP binding activity (percent of control), % at 10 µM; actives 0.055% (n = 190,000);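 active means fluorescent GTP binding to Rab7 beads changed by at least 20 points from the 100% baseline, either direction, mostly lower; inconclusive means compound itself probably fluorescent, or too few beads counted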;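 further: median green fluorescence of bound Bodipy-FL-GTP per Rab7 bead population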
Rac1 wt modul: wildtype Rac1 GTP binding modulators, primary screen, biochemical, GST-Rac1 beads, flow cytometry, multiplex; Ras-related C3 botulinum toxin substrate 1 (Homo sapiens), P63000; fluorescent GTP binding; actives lie on both sides; 0 = cold GTP competed, 100 = untreated; GTP binding activity (% of control), % at 10 µM; actives 0.27% (n = 190,000); AID 757, 2007;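 active means GTP binding activity at least 20 points away from the 100% control level, either lower or higher; inconclusive means compound flagged as likely green fluorescent, judged across all proteins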
Avidin fluor: green autofluorescence of compounds with avidin beads – biophysical, 488/530 nm, flow cytometry, artefact control, profiling panel; compound fluorescence 488/530 nm; stronger effect = higher value; fluorescence (KMESF) at 10 µM; actives 0.38% (n = 220,000); in the data active means fluorescence above about 47; further: inactives centre near 10
ABCG2 block: ABCG2 efflux pump inhibitors, primary screen, multiplex with ABCB1, IgMXP3 cells, flow cytometry; Broad substrate specificity ATP-binding cassette transporter ABCG2 (Homo sapiens), Q9UNQ0; AID 1325, 2008; JC-1 efflux; inhibition, % at 6.6 µM; actives 0.1% (n = 190,000);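 active means inhibition above 80%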;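 further: 0% = DMSO and 100% = nicardipine control wells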
Target sequence (Q9UNQ0 whole entry, looked up): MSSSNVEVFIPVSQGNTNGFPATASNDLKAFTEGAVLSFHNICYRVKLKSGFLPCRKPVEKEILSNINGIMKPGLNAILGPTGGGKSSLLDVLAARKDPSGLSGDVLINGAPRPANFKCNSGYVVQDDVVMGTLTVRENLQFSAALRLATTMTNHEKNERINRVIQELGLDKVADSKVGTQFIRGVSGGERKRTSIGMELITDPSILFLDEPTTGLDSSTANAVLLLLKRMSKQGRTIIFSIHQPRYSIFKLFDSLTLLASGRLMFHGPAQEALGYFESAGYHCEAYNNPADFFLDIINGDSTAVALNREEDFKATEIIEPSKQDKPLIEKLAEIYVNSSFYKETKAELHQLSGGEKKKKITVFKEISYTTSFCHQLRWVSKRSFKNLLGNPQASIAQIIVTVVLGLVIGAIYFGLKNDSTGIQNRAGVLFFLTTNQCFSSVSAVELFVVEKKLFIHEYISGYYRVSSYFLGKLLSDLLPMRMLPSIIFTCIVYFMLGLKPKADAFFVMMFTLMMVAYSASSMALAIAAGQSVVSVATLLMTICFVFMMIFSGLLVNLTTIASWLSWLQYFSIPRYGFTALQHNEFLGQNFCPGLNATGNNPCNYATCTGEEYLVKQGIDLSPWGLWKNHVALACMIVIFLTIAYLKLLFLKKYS
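material = IgMXP3 (ABCG2) plus far-red-tagged CCRF-Adr (ABCB1) cells | amount = 3 million cells/mL, equal mix of both lines | also added = JC-1 transporter substrate | dosing = one concentration, 6.6 µM final | schedule = 10 min at 25 °C | measured by = flow cytometric JC-1 green MFI at 530 nm | read-out basis = percent efflux inhibition, scaled nicardipine 100% to DMSO 0%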
Pf gamet viab: late stage P. falciparum gametocyte viability inhibitors, primary screen, ATP luminescence, HTS; actives 0.065% (n = 150,000); inhibition, % at 10.9 µM; P. falciparum stage V gametocytes, 24 h;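 active means inhibition above the mean plus 3 SD of compounds within the control limits, set per campaign, cut at about 38% in these data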;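 further: 0% = DMSO wells and 100% = medium only without gametocytes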
ABCB1 inh: ABCB1 efflux pump inhibitors, primary screen, cell-based, multiplex, flow cytometry, ABCG2 counter-screen; actives 0.067% (n = 190,000); CCRF-Adr cells, JC-1 efflux; inhibition, % at 6.6 µM; ATP-dependent translocase ABCB1 (Homo sapiens), P08183; in the data active means inhibition above about 40%;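 further: 0% = vehicle and 100% = reference inhibitor; higher value means more JC-1 retained so stronger ABCB1 efflux block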
Cdc42 wt GTP: modulators of GTP binding to wildtype Cdc42, primary screen, biochemical, multiplex bead flow cytometry, Bodipy-GTP. percent activity (GTP binding), % at 10 µM. GST-Cdc42 beads; actives lie on both sides. Cell division control protein 42 homolog (Homo sapiens), P60953. actives 0.2% (n = 190,000). AID 761, 2007;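 active means percent activity GTP binding at least 20 points away from the 100% baseline, either down as inhibitor or up as activator; inconclusive means compound flagged as likely green fluorescent from well-wide comparison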;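 further: median bead fluorescence of bound Bodipy-FL-GTP at 100 nM; 0% = excess unlabeled GTP control and 100% = no compound control; below 100% means less GTP binding so inhibitor and above means activator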
Target sequence (P60953 whole entry, looked up): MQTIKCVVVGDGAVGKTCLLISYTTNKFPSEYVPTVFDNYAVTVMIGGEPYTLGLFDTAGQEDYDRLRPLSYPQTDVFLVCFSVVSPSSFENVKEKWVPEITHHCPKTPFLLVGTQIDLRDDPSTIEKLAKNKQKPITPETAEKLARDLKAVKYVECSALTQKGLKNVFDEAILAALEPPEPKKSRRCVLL
HRas wt GTP bind: modulators of GTP binding to HRas wildtype, primary screen, biochemical, bead-based flow cytometry, multiplex | AID 759, 2007 | GST-Ras wt beads, Bodipy-FL-GTP binding; actives lie on both sides | actives 0.14% (n = 190,000) | GTP binding activity, % at 10 µM;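 active means GTP binding activity at least 20% away from the 100% baseline, either lowered as inhibitor or raised as activator; inconclusive means flagged as likely green fluorescent, judged across all proteins in the well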;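 further: 0% = unlabeled GTP competition control and 100% = no-compound control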
Target sequence (P01112 whole entry, looked up): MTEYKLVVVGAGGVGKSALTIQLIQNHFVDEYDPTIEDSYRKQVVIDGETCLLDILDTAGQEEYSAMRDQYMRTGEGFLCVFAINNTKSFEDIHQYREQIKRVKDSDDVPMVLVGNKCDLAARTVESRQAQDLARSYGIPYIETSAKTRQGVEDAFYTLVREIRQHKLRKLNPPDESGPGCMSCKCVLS
GSH bead fluor: compound fluorescence on glutathione beads, profiling panel, artefact control, biophysical, 488/530 nm, flow cytometry; GSH beads flow cytometry, compound fluorescence 488/530 nm; stronger effect = higher value; fluorescence (KMESF) at 10 µM; actives 0.25% (n = 190,000); in the data active means fluorescence above about 89;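 further: glutathione beads carrying GST-tagged Bcl family fusion proteins plus one bare bead set; values are compound well signal with DMSO vehicle wells as background; inactives centre near 16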
Rab2A wt mod: modulators of GTP binding to Rab2A wildtype, primary screen, biochemical, dog, bead-based flow cytometry, multiplex; Ras-related protein Rab-2A (Canis lupus familiaris), P61105; GST-Rab2 wt beads, Bodipy-GTP binding; GTP binding activity, % at 10 µM; actives 0.19% (n = 190,000); AID 760, 2007;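 active means GTP binding activity at least 20 points away from 100%, either lowered or raised; inconclusive means signal likely due to the compound's own green fluorescence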;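 further: 0% = beads with excess unlabeled GTP and 100% = no-compound control corrected for plate trend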
* = called active by the depositor; ? = inconclusive; · = no result given.

SMILES	Rac1 act GTP bind	Rab7 wt GTP bind	Rac1 wt modul	Avidin fluor	ABCG2 block	Pf gamet viab	ABCB1 inh	Cdc42 wt GTP	HRas wt GTP bind	GSH bead fluor	Rab2A wt mod
O=C(CN1CCN(c2ccccc2)CC1)Nc1nnc(-c2ccccc2)s1	100	99	104	12	-2	·	-2.4	104	105	22	104
CC(C)CCn1c(Sc2nc3ccccc3o2)nc2c1c(=O)[nH]c(=O)n2C	99	96	102	5	17	·	2.7	97	95	10	95
CN(C)CCCNC(=O)Cc1ccc(Br)cc1	97	97	104	34	11	·	1.3	101	99	24	100
O=C(Nc1ccc(Cl)c([N+](=O)[O-])c1)C(Sc1ccccc1)c1ccccc1 (stereo not given)	100	100	103	3	3	-4	0.6	98	100	16	96
COC(=O)C(C)(C)ONC(=O)Nc1ccc([N+](=O)[O-])cc1	94	104	94	10	6	8	0.2	95	99	15	98
CCOC(=O)CSc1nc2cc3c(cc2cc1CC)OCCO3	96	91	97	19	7	·	1.2	95	98	20	97
Clc1ccccc1CSc1nnc(Cn2cnc3ccccc32)n1-c1ccccc1	96	99	102	7	2	·	2.0	99	98	16	101
CCOC(=O)C1(O)CC(C)=NN1C(=O)c1cccc(Br)c1 (stereo not given)	93	104	97	28	-2	-23	-0.1	96	99	59	97
COc1ccccc1CN1C(=O)C(=O)N(Cc2cccc(C)c2)C1=O	94	94	94	3	1	·	0.9	96	95	10	97
Nc1nc(CN2CCN(Cc3ccccc3)CC2)nc(N2CCCc3ccccc32)n1	96	93	96	8	4	0	2.1	98	96	16	96
CC(C)(C)n1ncc2c(=O)n(CC(=O)NCc3ccccc3Cl)cnc21	101	100	101	17	1	·	0.2	100	103	19	104
Cc1cc(=O)[nH]c(SCC(=O)Nc2ccccc2C#N)c1C#N	101	104	104	7	0	-3	0.1	102	103	14	101
CC1(C)CC(=O)c2sc(N3CCCCC3)nc2C1	98	100	103	9	6	·	0.5	101	102	16	102
Fc1ccc(Oc2cnns2)cc1	95	96	98	12	1	-12	0.2	98	97	15	98
COc1ccc(N(CC(=O)Nc2cc(C)on2)S(=O)(=O)c2ccc(Cl)cc2)cc1	96	94	97	4	1	1	0.7	92	98	250*	100
CCOC(=O)c1ccc(NC(=O)CSc2nnc(NC(=O)c3ccc(S(=O)(=O)N4CCOCC4)cc3)s2)cc1	98	97	101	11	-2	15	-1.6	99	99	5	99
COc1ccc(N2C(=O)C(F)(F)C2c2ccccc2F)cc1 (stereo not given)	98	101	100	9	7	·	1.3	97	102	12	97
CN(C)CCCNC(=O)C(=O)NCC1CCCO1 (stereo not given)	95	99	101	10	6	9	0.8	97	98	25	98
O=C(NCc1ccco1)c1ccc(Cl)c(S(=O)(=O)N2CCOCC2)c1	100	104	100	14	-1	1	-0.2	102	102	23	103
Cc1ccc2nc(/C(C#N)=C\c3ccc(N4CCOCC4)o3)[nH]c2c1	101	104	107	7	0	0	0.8	106	105	16	105
CCCCOc1cc(=O)[nH]c(=O)[nH]1	103	103	112	11	0	·	0.1	105	103	14	103
O=C(N/N=C/c1cccs1)c1cccc(NC(=O)c2ccc(Cl)cc2)c1	100	98	98	10	-3	·	-0.8	98	97	8	98
Cc1ccc(C(=O)NCCCNc2ccc(C(F)(F)F)cc2[N+](=O)[O-])cc1	94	94	94	4	16	-1	1.0	94	96	5	92
CCOC(=O)N1CCN(C(=O)CCS(=O)(=O)c2ccc(Br)s2)CC1	101	99	108	6	2	10	0.4	103	100	4	99
COc1ccc(/C=N/N=C2/NC(=O)C(CC(=O)O)S2)cc1OS(=O)(=O)c1ccccc1 (stereo not given)	92	93	94	9	1	8	0.1	102	93	16	94
SMILES	Rac1 act GTP bind	Rab7 wt GTP bind	Rac1 wt modul	Avidin fluor	ABCG2 block	Pf gamet viab	ABCB1 inh	Cdc42 wt GTP	HRas wt GTP bind	GSH bead fluor	Rab2A wt mod
CC1Cc2ccccc2N1S(=O)(=O)c1c(N)n(C)c(=O)n(C)c1=O (stereo not given)	102	110	111	18	0	·	0.4	107	107	11	107
COC(=O)CN1C(=O)Nc2ccc(C)cc2C1c1ccccc1 (stereo not given)	94	102	98	8	0	24	-0.1	92	95	54	96
O=C(CCCC(=O)OCC(Cl)=C(Cl)Cl)Nc1ccccc1F	97	100	101	25	19	14	0.9	98	98	11	97
CCOc1ccc(C(=O)Nc2cccc3nsnc23)cc1[N+](=O)[O-]	94	92	92	18	6	0	0.5	94	93	10	95
COCCNC(=O)C1=NOC(Cn2cc(C#N)c(=O)n(C)c2=O)C1 (stereo not given)	98	96	101	9	0	-19	-0.3	98	97	11	96
Cc1c(C(=O)Nc2ccc(-c3nnc4n3CCCCC4)cc2)oc2ccc(Br)cc12	101	104	103	4	3	·	2.2	105	106	7	104
O=C(COC(=O)c1cc(Br)ccc1O)Nc1cc(S(=O)(=O)N2CCCC2)ccc1Cl	93	106	96	6	8	-24	-0.5	94	94	19	96
COc1ccc(N2CCN(C3CC(=O)N(Cc4ccc(N5CCCC5=O)cc4)C3=O)CC2)cc1 (stereo not given)	103	108	109	9	-2	6	0.2	106	106	15	108
COCc1nnc(NC(=O)CS(=O)(=O)Cc2ccccc2)s1	100	100	102	16	-2	-14	0.1	101	102	23	101
O/N=C/c1ccccc1Oc1ccccc1	99	98	104	39	8	·	0.6	100	99	9	98
Cc1[nH]c2ccccc2c1C(=O)/C=C\c1ccccc1Cl	99	99	102	13	1	28	-0.2	102	102	18	99
CC(C)Oc1ccc(C2C(C(=O)c3ccco3)=C(O)C(=O)N2Cc2cccnc2)cc1 (stereo not given)	101	101	102	6	2	·	0.4	101	102	38	103
CSc1ccccc1NC(=O)c1ccccc1N(C)S(C)(=O)=O	98	99	100	7	1	-16	0.1	100	100	20	100
Cc1ccc(OCC(=O)N2CC3(C)CC2CC(C)(C)C3)cc1 (stereo not given)	101	98	103	13	3	·	0.5	102	101	20	100
CNC(=O)c1ccc(-c2ccccc2)s1	98	100	105	27	5	·	-0.4	99	101	23	99
Cn1c(SCC(=O)N2CCc3ccccc32)nc2cccnc21	96	96	95	32	5	8	1.1	100	99	17	96
CCCOc1cc(C)c(Cl)cc1S(=O)(=O)N(CC)CC	101	99	108	4	18	·	0.0	103	102	31	101
Cc1cc(=O)oc2cc(OCC(=O)OCC(=O)NCCc3ccccc3)ccc12	92	102	90	22	3	-6	0.4	91	96	7	96
N#Cc1ccc(-c2ccc(OCC(=O)NCC(=O)Nc3ccc(F)c(F)c3F)cc2)cc1	?	?	?	14	4	7	-0.1	?	?	2	?
COc1cc(OC)c(C(=O)N2CCCC2)cc1OC	94	97	96	9	5	·	1.3	93	96	10	98
C=CCN=C(NC#N)SCc1ccccc1	98	97	100	7	-1	-13	-0.3	98	100	20	102
CCN1C(=O)CC(c2ccco2)Sc2ccccc21 (stereo not given)	100	98	100	8	4	·	0.7	100	102	25	101
Cc1nc(SCC(=O)O)c(C#N)c(C)c1CC(=O)c1ccccc1	93	94	92	16	0	-18	0.1	94	93	8	95
CCn1c(SCC(=O)N2CCN(c3ccccc3)CC2)nnc1-c1c[nH]c2ccccc12	97	100	100	10	4	·	0.8	101	98	27	100
CC(=O)c1ccc(N2CCC(C)CC2)c(F)c1	94	99	92	18	2	·	0.3	93	94	12	96
SMILES	Rac1 act GTP bind	Rab7 wt GTP bind	Rac1 wt modul	Avidin fluor	ABCG2 block	Pf gamet viab	ABCB1 inh	Cdc42 wt GTP	HRas wt GTP bind	GSH bead fluor	Rab2A wt mod
O=C(CC1NCCNC1=O)Nc1ccc2c(c1)OCCO2 (stereo not given)	98	94	97	8	0	0	-0.1	98	95	19	95
Cn1[nH]c(C(F)(F)F)cc1=O	97	98	100	9	6	-1	0.9	102	101	12	100
Cc1nc2ccc(C(=O)c3ccccc3)cc2[nH]1	98	95	101	5	-8	21	-5.6	98	99	26	99
CCCCn1c(SCC(=O)NCc2ccco2)nc2c(sc3ccccc32)c1=O	98	103	104	10	26	14	5.8	102	100	23	99
CCOC(=O)c1[nH]c2ccc(C)cc2c1NC(=O)CN1CCCCC1	99	95	100	11	16	-4	0.4	101	100	33	99
COc1cc(SC)ccc1C(=O)Nc1ncc(Cl)cc1Cl	94	100	95	21	4	11	0.9	96	97	22	98
COc1cccc(OC)c1OCC(C)CNCC1CCCO1 (stereo not given)	101	101	104	8	0	-38	0.2	103	102	16	101
CC1CCN(C(=O)c2cc(-c3ccccc3O)on2)CC1	99	101	105	7	1	·	0.5	103	102	24	101
c1ccc(CSc2ccc(-c3cccs3)nn2)cc1	101	99	102	16	1	·	0.0	98	97	20	99
Cc1cc(=O)n2c3ccccc3n(CC(O)CN3CCCCC3)c2c1C#N (stereo not given)	97	100	103	20	4	·	1.9	101	100	13	99
C=CCNC(=S)NNC(=O)c1cc(C)nc2ccccc12	99	102	105	1	-1	16	-0.3	104	102	10	103
CC(=O)/C(=N/Nc1ccccc1)Sc1nnc(C(O)c2ccccc2)n1-c1ccccc1 (stereo not given)	101	99	102	8	-7	-1	-0.5	100	101	15	99
CC1CC(C)CN(C(=O)CCc2ccccc2)C1 (stereo not given)	94	104	103	10	2	6	0.1	95	101	19	104
O=C(NC1CCCC1)C(c1ccsc1)N(C(=O)Cc1cccs1)c1cccc(F)c1 (stereo not given)	95	96	94	10	6	·	1.4	98	97	27	96
Fc1ccc(-c2csc3ncnc(Nc4ccc(N5CCOCC5)cc4)c23)cc1	95	99	98	17	32	·	3.7	97	96	16	99
Cc1cccc(-n2nc([N+](=O)[O-])c(N3CCN(C(=O)c4ccco4)CC3)[n+]2[O-])c1	95	102	97	10	13	-21	2.6	95	98	19	98
CC(=O)Oc1ccc(C2OC(=O)c3ccccc3N2C(C)=O)cc1 (stereo not given)	103	100	105	·	0	-18	0.1	104	101	40	101
